MOR-DOR ag: agonists of OPRM1-OPRD1 heterodimerization, primary screen, cell-based, luminescence | cells | activation, % at 9.3 µM | Mu-type opioid receptor (Homo sapiens) + Delta-type opioid receptor (Homo sapiens), … | actives 0.3% (n = 340,000); in the data active = activation above about 18%;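 also: 0% = vehicle-treated cells and 100% = reference agonist; values of inactives mirror those of a sister screen read the other way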
Target sequence (P35372 whole entry, looked up): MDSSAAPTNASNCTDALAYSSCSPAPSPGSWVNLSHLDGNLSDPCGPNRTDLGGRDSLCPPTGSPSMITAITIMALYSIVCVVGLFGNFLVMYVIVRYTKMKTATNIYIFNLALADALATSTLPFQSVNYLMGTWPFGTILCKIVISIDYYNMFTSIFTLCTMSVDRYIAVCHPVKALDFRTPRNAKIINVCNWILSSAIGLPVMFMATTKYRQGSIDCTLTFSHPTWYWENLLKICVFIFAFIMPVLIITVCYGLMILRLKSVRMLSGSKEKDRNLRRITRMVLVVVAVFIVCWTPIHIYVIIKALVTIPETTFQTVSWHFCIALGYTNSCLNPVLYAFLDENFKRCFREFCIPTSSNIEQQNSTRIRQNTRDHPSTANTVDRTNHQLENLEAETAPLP
Target sequence (P41143 whole entry, looked up): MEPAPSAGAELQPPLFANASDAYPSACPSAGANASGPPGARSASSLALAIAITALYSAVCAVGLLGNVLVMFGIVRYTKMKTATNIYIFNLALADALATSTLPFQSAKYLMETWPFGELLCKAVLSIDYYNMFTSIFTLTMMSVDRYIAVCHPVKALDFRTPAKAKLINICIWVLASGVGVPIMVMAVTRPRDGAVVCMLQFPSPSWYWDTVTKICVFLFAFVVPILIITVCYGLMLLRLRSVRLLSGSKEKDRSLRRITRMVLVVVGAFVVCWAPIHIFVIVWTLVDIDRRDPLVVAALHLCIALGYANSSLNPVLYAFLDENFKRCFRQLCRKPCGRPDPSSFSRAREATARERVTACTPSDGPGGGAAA
PKA-R1A activ: activators of PKA-R1A holoenzyme, primary screen, biochemical, fluorescence polarization, Cy5-IP20, bovine R1A, mouse PKAc | actives 0.083% (n = 340,000) | cAMP-dependent protein kinase type I-alpha regulatory subunit (Bos taurus) + … | PKA-R1A dissociation; scaled: DMSO 0%, 113 µM cGMP 100% | activation, % at 11.4 µM;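 active = percent activation above the mean of all tested compounds plus 3 SD, cut at about 19% in these data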;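 also: higher means more PKAc released from R1A so a rise in polarization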
E coli growth: E. coli V3065 growth inhibition, primary screen, counter-screen for AddAB inhibitor project, absorbance, OD600; 18 h; inhibition, % at 11.9 µM; actives 0.27% (n = 330,000); AID 449728, 2010;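 active = inhibition above the campaign's mean inhibition across all tested compounds plus 3 SD, cut at about 9.9% in these data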;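 also: uninfected addAB+ strain grown without phage in ampicillin broth; 0% = DMSO wells and 100% = ciprofloxacin 0.95 µg/ml wells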
phage Ecoli inh: growth loss of phage-infected E. coli, primary screen, RecBCD inhibitor project, absorbance, with phage, HTS; actives 0.26% (n = 360,000); inhibition, % at 11.9 µM; in the data active = inhibition above about 11%
DSG3 Ab inh: inhibitors of pemphigus antibody binding to DSG3, primary screen, biochemical, bead-based, flow cytometry, scFv-GFP; Desmoglein-3 (Homo sapiens), P32926; DSG3-coupled beads, scFv-anti-DSG3-GFP binding; hits give low values; binding (percent of control), % at 10 µM; actives 0.48% (n = 310,000); AID 588358, 2011;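 active = binding more than 3 SD below its plate's average and above zero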;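 also: hits lower antibody fragment binding to DSG3; some compounds called inactive have numbers as strong as hits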
Tat transport: E. coli Tat export inhibitors, primary screen, MC4100, TorA-mCherry reporter, fluorescence, single point | actives 0.036% (n = 340,000) | inhibition, % at 10 µM;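 active = mean replicate inhibition at least 50% and at least half of replicates individually reaching 50%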;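 also: exported cargo escapes ClpAP degradation while cytoplasmic cargo is degraded and loses fluorescence; 0% = median of neutral control wells and 100% = median of NaSCN control wells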
Mot1-301 SUMO: yeast Mot1-301 growth rescue at high temperature, primary screen, SUMOylation pathway inhibitor project, S. cerevisiae, ATP luminescence, 38.5C; S. cerevisiae Mot1-301 growth rescue; percent above DMSO median, 100 means doubled; growth rescue, % at 18.8 µM; actives 1% (n = 320,000);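 active = every valid replicate shows activation above 250% relative to neutral control wells; inactive = the rest, any valid replicate at or below 250%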;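 also: OY570 slx delta 5 strain wells were the positive control but not used for scaling; some compounds called inactive have numbers as strong as hits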
Arrestin-AP2 inh: inhibitors of beta-arrestin/AP2 binding, primary screen, biochemical, GPCR trafficking, flow cytometry; beta-arrestin 1 C-terminal peptide binding to AP2 beta2-adaptin appendage (human); FITC-arrestin peptide / GST-AP2 beads; AP2 beta2 appendage carries R879A mutation; inhibition, % at 10 µM; actives 0.31% (n = 340,000); AID 504490, 2011;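 active = inhibition above a set limit, near 3 SD of compounds lacking own fluorescence, cut at about 54% in these data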;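 also: plate controls were DMSO wells for no effect and 5 µM unlabelled arrestin peptide for full effect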
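Assay system: GST-AP2 R879A bound to glutathione beads, E. coli-expressed; Medium: PBS with 0.05% Tween 20 and 0.1% BSA; Also added: fluorescein-tagged arrestin peptide at 50 nM final; Timing: 12 min plus 1 h, RT; Measured by: flow cytometry, FL1 (488/535 nm); Evaluation: percent drop in bead-associated FITC signal.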
PfHsp90 yeast 2: growth inhibition of PfHsp90-expressing yeast, primary screen, antimalarial PfHsp90 inhibitor project, S. cerevisiae, BacTiter-Glo luminescence, single point, set 2; actives 0.32% (n = 310,000); inhibition, % at 9.4 µM; AID 504621, 2011; BacTiter-Glo ATP, 48 h; yeast lacking PDR1 and PDR3 efflux regulators;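 active = every replicate shows inhibition above about 80%, whatever the replicate mean, limit read from the data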;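 also: 0% = DMSO neutral controls and 100% = 20 µM radicicol positive controls; yeast relying on Plasmodium falciparum Hsp90 in place of its own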
AddAB inh: growth inhibition of E. coli expressing H. pylori AddAB, primary screen, AddAB inhibitor project, absorbance; AID 435030, 2010; actives 0.29% (n = 330,000); inhibition, % at 11.9 µM; in the data active = inhibition above about 12%;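 also: 0% = vehicle wells of infected cells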
MOR-DOR inv ag: inverse agonists of MOR-DOR heterodimerization, primary screen, cell-based, luminescence; actives 0.21% (n = 340,000); inhibition, % at 9.3 µM; Mu-type opioid receptor (Homo sapiens) + Delta-type opioid receptor (Homo sapiens), …; AID 504357, 2011; cell-based MOR-DOR heterodimer luminescence, inverse agonism; in the data active = inhibition above about 22%, passing the limit was not always enough;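 also: 0% = cells with DMSO and 100% = wells without cells with DMSO; values of inactives mirror those of a sister screen read the other way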
An asterisk follows results filed as active; i = inactive; x = no result given.

SMILES	MOR-DOR ag	PKA-R1A activ	E coli growth	phage Ecoli inh	DSG3 Ab inh	Tat transport	Mot1-301 SUMO	Arrestin-AP2 inh	PfHsp90 yeast 2	AddAB inh	MOR-DOR inv ag
COc1ccccc1NS(=O)(=O)c1cccc(C(=O)NNC(=O)c2ccc(O)c(Cl)c2)c1	-2.2	-2	0.2	-0.4	100	-8	-16	-23	-26	-0.5	11
Cc1cc(Nc2ccc(N3CCC(C)CC3)cc2)n2ncnc2n1	-0.7	0	1.6	0.9	98	-3	-13	-9	-15	-0.3	4
Cc1cc(N2CCOCC2)nc(C(C)C)n1	-1.6	-5	-1.4	1.2	111	-4	48	-54	-8	-1.5	7
COC(=O)c1ccc(NC(=S)N(Cc2cccnc2)Cc2ccco2)cc1	-2.9	-7	0.9	2.1	100	3	32	-11	15	-0.7	15
COC(=O)c1cc(NC(=O)c2c(F)c(F)c(F)c(F)c2F)cc(C(=O)OC)c1	4.5	2	1.4	1.5	102	8	15	-4	2	-0.1	-23
Cc1ccc(NC(=O)CCNC(=O)Nc2ccccc2)cc1S(=O)(=O)N(C)C	-0.8	4	0.5	1.6	x	-3	1	-3	-20	1.1	3
Nc1c(C(=O)Nc2ccc(S(=O)(=O)N3CCCC3)cc2)sc2nc3ccc(OC(F)(F)F)cc3cc12	16	-2	-2.1	x	113	6	1	1	-7	2.1	-88
O=C(O)C1CCCCC1C(=O)NCc1cn2ccccc2n1 (centres undefined)	0.1	7	0.3	1.1	110	-1	-10	22	-15	1.3	0
CON(C)c1nc(OCCNC(=O)OCc2ccc(Cl)cc2Cl)nc(N(C)C)n1	-1.1	-1	-0.4	2.3	98	-3	0	2	x	1.4	6
CSCC[C@H](NC(=O)COc1ccc(Cl)cc1)c1nc2ccccc2[nH]1	1.6	-10	-1.0	2.9	88	-5	9	3	-24	0.5	-10
C=CCSC1=N/C(=C\c2sccc2C)C(=O)S1	0.2	5	-0.3	0.6	98	7	-3	33	x	-0.8	-1
CN(C)/C=N/C(=S)Nc1ccccc1	-2.1	11	0.0	4.0	101	-7	45	6	18	2.5	10
COc1ccc(NC(=O)CN2C(=O)NC3(CCCC3)C2=O)cc1S(=O)(=O)N1CCCCC1	-2.6	-5	-1.6	3.1	108	2	x	-8	x	-0.3	10
Cc1cc2nc(C)n3c4ccccc4nc3n2n1	-1.5	1	-0.5	0.4	105	-7	0	-5	19	-2.9	9
COc1cccc(CN(C(=O)c2ccco2)C2CCS(=O)(=O)C2)c1 (centres undefined)	-1.6	-8	0.3	0.8	115	0	8	2	-12	5.0	8
CC(C)C(NC(=O)COc1ccc2ccccc2c1)C(=O)N/N=C/C=C/c1ccccc1 (centres undefined)	5.2	-3	-0.6	2.4	105	-3	-5	-57	11	-0.2	-28
OC(Cn1ccnc1)c1ccc(Cl)cc1Cl (centres undefined)	-1.9	-9	-1.4	3.8	112	-1	90	6	-8	-1.0	11
CC1CCCN(C(=O)c2ccc(S(=O)(=O)Nc3ccccc3Cl)cc2)C1 (centres undefined)	-0.2	-10	-1.1	2.1	102	-4	-20	3	5	1.5	2
Cc1cccc(NC(=O)CCc2nc3sc4c(c3c(=O)[nH]2)CCCC4)c1	1.4	-1	-0.8	2.8	101	1	25	-2	x	-0.7	-9
COc1ccc(CNC(=O)c2cc3c(=O)[nH]c4ccccc4c3n2C)cc1	0.6	-11	-0.8	5.6	92	-1	11	1	-8	1.3	-3
CC(=O)N1CCCc2cc(S(=O)(=O)N3CCCC3)ccc21	-2.1	-8	0.9	0.6	97	-1	-14	14	-5	2.7	11
O=C(NC(=S)Nc1cccc2cccnc12)c1cccs1	3.7	0	-3.5	-0.4	100	-5	50	7	-10	-3.7	-27
O=C(N=Nc1c(O)[nH]c2ccccc12)c1ccc(CN2CCOCC2)cc1	-1.3	13	-0.2	3.0	98	0	-11	4	2	-0.2	7
Brc1ccc2nc(-c3cccs3)c(NCC3CCCO3)n2c1 (centres undefined)	-1.3	-4	-1.2	2.0	98	4	-13	18	-16	-2.6	7
C=CCn1cc(C(=O)N2CCN(C)CC2)c(=O)c2cc(S(=O)(=O)N(CC)CC)ccc21	-3.4	7	-2.3	0.8	84	-3	13	4	-6	3.4	15
COc1ccc(C(C#N)N2N=C(C)CC2(C)C)cc1OC (centres undefined)	-1.7	-1	-0.1	2.4	111	3	10	6	-7	1.9	10
CC(=O)C1=C(C)NC(SCC(N)=O)=C(C#N)C1c1cccs1 (centres undefined)	-2.4	1	0.9	2.0	84	5	3	-2	11	3.0	13
Cc1ccc(-n2c(Cc3cccn3C)nnc2SCC(=O)N2CCc3ccccc32)cc1	-3.0	-2	-1.0	3.0	102	14	-3	3	0	1.5	15
CC(C)(C)OC(=O)C[C@H]1C/C=C\C[C@H](CC(=O)N(CCO)Cc2ccccc2)C(=O)N2CCC[C@H]2COC1=O	-1.8	-9	-0.9	0.3	105	-1	-13	-4	5	-0.4	11
Cc1nc(CN(C)C(=O)c2cc(COc3c(F)cccc3F)on2)cs1	-0.5	2	-3.9	2.0	116	3	8	-5	x	0.8	3

Entries of single compounds, looked up by structure. Order of values: MOR-DOR ag, PKA-R1A activ, E coli growth, phage Ecoli inh, DSG3 Ab inh, Tat transport, Mot1-301 SUMO, Arrestin-AP2 inh, PfHsp90 yeast 2, AddAB inh, MOR-DOR inv ag
Profile of OC(Cn1ccnc1)c1ccc(Cl)cc1Cl (centres undefined) = -1.9, -9, -1.4, 3.8, 112, -1, 90, 6, -8, -1.0, 11
Profile of COc1ccc(C(C#N)N2N=C(C)CC2(C)C)cc1OC (centres undefined) = -1.7, -1, -0.1, 2.4, 111, 3, 10, 6, -7, 1.9, 10
Profile of COc1ccc(CNC(=O)c2cc3c(=O)[nH]c4ccccc4c3n2C)cc1 = 0.6, -11, -0.8, 5.6, 92, -1, 11, 1, -8, 1.3, -3
Profile of C=CCn1cc(C(=O)N2CCN(C)CC2)c(=O)c2cc(S(=O)(=O)N(CC)CC)ccc21 = -3.4, 7, -2.3, 0.8, 84, -3, 13, 4, -6, 3.4, 15
Profile of CC1CCCN(C(=O)c2ccc(S(=O)(=O)Nc3ccccc3Cl)cc2)C1 (centres undefined) = -0.2, -10, -1.1, 2.1, 102, -4, -20, 3, 5, 1.5, 2

Back to the main list, starting two compounds before the break.
SMILES	MOR-DOR ag	PKA-R1A activ	E coli growth	phage Ecoli inh	DSG3 Ab inh	Tat transport	Mot1-301 SUMO	Arrestin-AP2 inh	PfHsp90 yeast 2	AddAB inh	MOR-DOR inv ag
CC(C)(C)OC(=O)C[C@H]1C/C=C\C[C@H](CC(=O)N(CCO)Cc2ccccc2)C(=O)N2CCC[C@H]2COC1=O	-1.8	-9	-0.9	0.3	105	-1	-13	-4	5	-0.4	11
Cc1nc(CN(C)C(=O)c2cc(COc3c(F)cccc3F)on2)cs1	-0.5	2	-3.9	2.0	116	3	8	-5	x	0.8	3
Cc1nc(C(F)(F)F)ccc1C(=O)Nc1ccc2ccccc2n1	1.8	5	x	1.9	101	8	138	7	4	x	-8
COc1ccc([C@H]2[C@H]3C=CC[C@@H](C)[C@@H]3C(=O)N2Cc2ccccc2)cc1Cl	-1.2	-11	0.5	4.8	95	19	200	2	-17	1.1	6
C=CCSc1nnc(C)n1-c1ccc(Cl)cc1	-3.1	0	-2.7	0.0	99	-10	17	3	-37	-0.2	17
CCN(CCCNC(=O)COc1cc(=O)n(CC)c2ccccc12)Cc1ccccc1	-2.5	0	-1.4	-1.1	96	-4	i	-13	-26	2.5	11
Cc1ccccc1NC(=S)N(Cc1cccs1)C1CCCC1	-2.8	-14	0.4	1.4	92	11	-1	11	-5	3.8	13
CCOc1ccccc1NC(=O)C1CCC(CNc2c(N3CCOCC3)c(=O)c2=O)CC1 (centres undefined)	-1.8	-8	-1.9	2.8	98	-2	-16	-6	-13	1.5	11
O=C(Nc1ccc2c(c1)CCC2)Nc1ccc(F)cc1F	3.0	-4	1.2	0.2	107	2	-21	29	8	4.7	-16
COc1ccc(C(=O)OCC(=O)NCCCc2ccccc2)cc1OC	-0.9	1	-1.0	3.2	95	4	7	-15	-3	-0.4	5
Cc1noc(NC(=O)c2ccc(F)cc2)c1C#N	-3.6	-12	-1.6	1.2	91	-2	13	2	-15	3.7	18
Cc1cc(C)nc(N2N=C(c3ccccc3)CC2=O)n1	-4.2	1	0.6	2.1	99	2	22	4	-5	0.5	20
O=C(CCN1C(=O)c2ccccc2C1=O)OCN1C(=O)c2ccccc2C1=O	-3.1	-13	-0.9	2.6	x	1	-10	-13	-29	0.8	13
CCCCn1c(N)c(N(CCOC)C(=O)c2ccc(NC3CC3)c([N+](=O)[O-])c2)c(=O)[nH]c1=O	-1.4	11	1.1	3.9	96	-4	315	7	-4	-0.8	8
COc1ccc(C(=O)Nc2nnc(S(=O)(=O)Cc3ccccc3)s2)cc1	-3.8	-7	0.6	2.2	99	-1	-13	31	-12	2.4	19
COc1ccc(C(=O)Nc2ccccc2C(=O)N/N=C/c2ccccn2)cc1OC	x	x	0.3	3.5	99	-3	-3	0	14	3.7	x
CCOC(=O)c1ccccc1NC(=O)CSc1ccc(-c2ccccn2)nn1	-4.2	8	13*	8.6	103	12	783*	-12	1	13*	22
CCOc1ccc(S(=O)(=O)N2CCCCC2)cc1NC(=O)C1=COCCO1	-2.5	-7	0.7	1.1	107	-12	-13	1	21	0.2	14
Cc1ccc(CNC(=O)C(=O)NCCC2CCCCN2S(=O)(=O)c2ccccc2)cc1 (centres undefined)	-0.9	-4	1.9	2.9	106	5	163	-6	15	-1.7	6
Cn1cc(CN2CCC(n3nccc3NC(=O)C3CCCC3)CC2)cn1	0.1	-2	x	0.7	114	-1	5	3	2	x	0
